Pf apPOL inh: Pf-apPOL DNA polymerase inhibition. Recombinant Pf-apPOL, molecular beacon fluorescence, 1.5 h. inhibition, % at 10 µM. hit rate 0.25% among 210,000
mHTT CaM bind: disrupts binding of mutant huntingtin to calmodulin; P42858; AlphaScreen His-mHTT/GST-CaM binding, luminescence; inhibition, % at 15 µM; hit rate 3.6% among 190,000; AID 1671202;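 note: 0% = both proteins with DMSO and 100% = one protein alone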
Target sequence (P42858 whole entry, looked up, stated change not applied): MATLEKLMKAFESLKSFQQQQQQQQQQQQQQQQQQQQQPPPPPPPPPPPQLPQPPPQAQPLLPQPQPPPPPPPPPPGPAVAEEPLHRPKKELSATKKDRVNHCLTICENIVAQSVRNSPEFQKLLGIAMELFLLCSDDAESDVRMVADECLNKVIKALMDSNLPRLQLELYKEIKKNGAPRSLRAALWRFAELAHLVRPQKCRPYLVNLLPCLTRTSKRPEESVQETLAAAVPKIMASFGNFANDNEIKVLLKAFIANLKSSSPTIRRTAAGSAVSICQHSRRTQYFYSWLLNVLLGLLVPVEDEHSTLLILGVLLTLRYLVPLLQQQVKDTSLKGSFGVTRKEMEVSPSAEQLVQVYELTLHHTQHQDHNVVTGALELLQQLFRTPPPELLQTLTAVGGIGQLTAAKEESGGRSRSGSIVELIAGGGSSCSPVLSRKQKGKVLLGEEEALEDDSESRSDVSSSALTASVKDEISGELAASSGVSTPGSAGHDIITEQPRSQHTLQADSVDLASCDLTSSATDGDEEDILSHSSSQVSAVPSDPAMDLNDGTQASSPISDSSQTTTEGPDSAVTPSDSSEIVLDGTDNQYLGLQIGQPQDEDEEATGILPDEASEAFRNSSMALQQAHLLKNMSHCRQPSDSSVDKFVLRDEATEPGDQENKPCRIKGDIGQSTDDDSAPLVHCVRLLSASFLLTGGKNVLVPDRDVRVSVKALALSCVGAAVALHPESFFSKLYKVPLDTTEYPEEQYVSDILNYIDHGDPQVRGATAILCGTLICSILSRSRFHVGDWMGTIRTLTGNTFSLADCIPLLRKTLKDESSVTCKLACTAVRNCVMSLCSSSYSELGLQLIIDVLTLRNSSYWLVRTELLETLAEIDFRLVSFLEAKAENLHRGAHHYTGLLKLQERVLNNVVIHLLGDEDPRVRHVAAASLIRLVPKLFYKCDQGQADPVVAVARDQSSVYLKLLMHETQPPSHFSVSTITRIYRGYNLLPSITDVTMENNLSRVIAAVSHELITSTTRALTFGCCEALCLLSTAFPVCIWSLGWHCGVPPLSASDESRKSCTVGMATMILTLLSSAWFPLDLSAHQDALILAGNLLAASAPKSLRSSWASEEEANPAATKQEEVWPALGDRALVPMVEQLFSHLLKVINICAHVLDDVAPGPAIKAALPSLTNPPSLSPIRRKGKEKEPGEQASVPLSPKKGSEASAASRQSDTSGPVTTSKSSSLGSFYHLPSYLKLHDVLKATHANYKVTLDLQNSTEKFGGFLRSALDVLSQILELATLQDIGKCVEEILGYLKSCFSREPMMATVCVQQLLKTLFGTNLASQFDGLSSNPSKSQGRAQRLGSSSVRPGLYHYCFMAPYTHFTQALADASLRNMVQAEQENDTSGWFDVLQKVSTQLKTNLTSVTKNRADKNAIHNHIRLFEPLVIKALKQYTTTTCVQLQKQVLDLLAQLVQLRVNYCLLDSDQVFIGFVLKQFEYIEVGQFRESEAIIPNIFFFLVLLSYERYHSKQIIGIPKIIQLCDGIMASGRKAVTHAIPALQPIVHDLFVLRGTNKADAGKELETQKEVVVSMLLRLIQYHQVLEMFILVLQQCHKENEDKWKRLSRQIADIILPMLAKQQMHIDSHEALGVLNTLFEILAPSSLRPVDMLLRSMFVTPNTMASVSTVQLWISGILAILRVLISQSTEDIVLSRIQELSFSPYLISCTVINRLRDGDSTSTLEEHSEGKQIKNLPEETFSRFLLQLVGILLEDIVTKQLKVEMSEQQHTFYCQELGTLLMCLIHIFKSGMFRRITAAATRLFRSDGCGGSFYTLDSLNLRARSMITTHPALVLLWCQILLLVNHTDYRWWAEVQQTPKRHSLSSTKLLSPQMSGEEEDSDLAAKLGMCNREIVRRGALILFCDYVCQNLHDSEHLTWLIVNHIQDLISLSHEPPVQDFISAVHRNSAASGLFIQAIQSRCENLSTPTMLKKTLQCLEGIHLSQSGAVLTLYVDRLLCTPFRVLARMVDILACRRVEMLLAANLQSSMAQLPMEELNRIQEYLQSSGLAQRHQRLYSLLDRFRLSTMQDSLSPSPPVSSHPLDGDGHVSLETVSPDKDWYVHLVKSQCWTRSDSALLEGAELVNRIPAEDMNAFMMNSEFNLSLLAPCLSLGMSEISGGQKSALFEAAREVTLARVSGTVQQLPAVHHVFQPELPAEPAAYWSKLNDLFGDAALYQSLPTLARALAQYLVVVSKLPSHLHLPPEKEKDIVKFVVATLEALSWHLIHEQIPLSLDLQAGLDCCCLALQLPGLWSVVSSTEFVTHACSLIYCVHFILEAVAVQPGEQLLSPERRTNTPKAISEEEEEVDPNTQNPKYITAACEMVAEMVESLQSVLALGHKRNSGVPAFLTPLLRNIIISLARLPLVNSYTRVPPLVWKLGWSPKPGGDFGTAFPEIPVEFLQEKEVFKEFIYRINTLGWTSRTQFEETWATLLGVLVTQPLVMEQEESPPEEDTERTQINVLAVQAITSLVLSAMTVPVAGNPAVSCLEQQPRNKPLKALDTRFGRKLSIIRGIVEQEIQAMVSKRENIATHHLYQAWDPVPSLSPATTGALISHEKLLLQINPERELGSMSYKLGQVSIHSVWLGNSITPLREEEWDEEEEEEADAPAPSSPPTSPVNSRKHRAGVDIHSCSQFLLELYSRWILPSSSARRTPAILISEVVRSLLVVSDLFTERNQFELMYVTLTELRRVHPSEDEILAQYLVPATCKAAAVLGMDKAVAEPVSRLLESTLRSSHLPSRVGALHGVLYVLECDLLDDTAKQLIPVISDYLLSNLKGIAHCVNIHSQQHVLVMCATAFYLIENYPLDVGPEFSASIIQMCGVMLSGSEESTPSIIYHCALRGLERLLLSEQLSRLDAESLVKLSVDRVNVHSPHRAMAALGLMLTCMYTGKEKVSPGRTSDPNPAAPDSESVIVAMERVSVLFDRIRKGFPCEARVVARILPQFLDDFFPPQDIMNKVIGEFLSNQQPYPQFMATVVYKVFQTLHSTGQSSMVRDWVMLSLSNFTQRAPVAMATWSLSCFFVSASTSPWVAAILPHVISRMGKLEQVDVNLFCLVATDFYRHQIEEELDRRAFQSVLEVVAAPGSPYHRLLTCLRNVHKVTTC
The depositor's hits bear a star; i = inactive; · = no result given; & = joins results of further samples. Cut-off read from the data, not from the text of the source: active = inhibition above about 50%; inactive = the rest.

SMILES	Pf apPOL inh	mHTT CaM bind
Cc1ccc(C)c(NC(=O)CN(Cc2ccccc2)S(=O)(=O)c2ccc(F)cc2)c1	-5	-5
Cc1ccc(Cl)cc1N1CCN(C(=O)CC(C)(C)C)C(C)C1=O (stereo not given)	-2	1
O=C(c1nc2ccccn2c1-c1ccc(F)cc1)N1CCOCC1	3	-7
O=C(Nc1c2c(nn1-c1cccc(Cl)c1)CS(=O)(=O)C2)c1cc(Cl)ccc1[N+](=O)[O-]	-1	23
Cc1cccc(S(=O)(=O)N2CCC(c3noc(-c4ccccc4C)n3)CC2)c1	-4	-12
O=C(Nc1ccc(Cl)cc1)c1ccc(Cn2cncn2)cc1	-15	-4
O=c1ccc(-c2cccs2)nn1Cc1cccc([N+](=O)[O-])c1	-10	0
COCc1nc2c(NC(=O)C(C)C)cccn2n1	1	-7
COc1ccccc1CC(=O)c1ccc(O)c(CN(C)C)c1O	-7	8
O=c1oc2ccccc2cc1C1=Nc2ccccc2SC(c2c3ccccc3cc3ccccc23)C1 (stereo not given)	·	-29
O=C(CC1OCC2CCCCN2C1=O)Nc1ccc(F)cc1 (stereo not given)	8	-4
Cn1c(=O)n(Cc2ccccc2)c(=O)c2c1[nH]c(=O)n2C	-8	-3
CC1CCCCN1CCCNC(=O)c1cc2c(s1)CN(C1CC1)C2 (stereo not given)	4	10
CCc1n[nH]c(CC)c1NC(=O)c1cccc(OC)c1	2	-8
CC(/C=C1N=C(/C=C/c2cccc([N+](=O)[O-])c2)OC\1=O)=C\c1ccccc1	-2	5
CCOC(=O)N1CCC(NC(=O)Cc2csc(Nc3ncccn3)n2)CC1	-6	-11
O=c1cnc2cc([N+](=O)[O-])ccc2[nH]1	·	-4
CC(C)C(=O)Nc1nnc(C2CC(=O)N(c3ccc(F)cc3)C2)o1 (stereo not given)	0	1
CC1=NNC(=O)C1Cc1ccc(F)cc1 (stereo not given)	-2	·
CCn1ccc2sc(C)c(C(=O)NCc3ccc(F)cc3)c2c1=O	1	16

By substructure: the compounds so far containing a nitro group on carbon.
SMILES	Pf apPOL inh	mHTT CaM bind
O=C(Nc1c2c(nn1-c1cccc(Cl)c1)CS(=O)(=O)C2)c1cc(Cl)ccc1[N+](=O)[O-]	-1	23
O=c1ccc(-c2cccs2)nn1Cc1cccc([N+](=O)[O-])c1	-10	0
CC(/C=C1N=C(/C=C/c2cccc([N+](=O)[O-])c2)OC\1=O)=C\c1ccccc1	-2	5
O=c1cnc2cc([N+](=O)[O-])ccc2[nH]1	·	-4

Entries of single compounds from above.
Record of COCc1nc2c(NC(=O)C(C)C)cccn2n1 → Pf apPOL inh = 1; mHTT CaM bind = -7
Record of CC1CCCCN1CCCNC(=O)c1cc2c(s1)CN(C1CC1)C2 (stereo not given) → Pf apPOL inh = 4; mHTT CaM bind = 10

(next part)
SMILES	Pf apPOL inh	mHTT CaM bind
CSc1ccccc1C(=O)N1CCN(Cc2c(C)noc2C)CC1	2	-2
Cc1cc2c(cc1[N+](=O)[O-])C(=O)c1cc3ccccc3nc1-2	-4	20
O=C(Nc1ccccc1Cl)c1cc(S(=O)(=O)N2CCCc3ccccc32)ccc1F	-20	-33
Cc1ccc(CS(=O)(=O)Cc2ccc(C(=O)NCc3cccnc3)o2)cc1	-16	4
Cc1ccc2nc(SCc3nc4ccccc4[nH]3)[nH]c2c1	-2&-3	15&21
Cc1ccccc1NC(NC(=O)c1ccco1)C(=O)c1ccccc1 (stereo not given)	-5	15
O=S1(=O)CCC(N=Cc2cn(-c3ccccc3)nc2-c2ccc(Cl)cc2)C1 (stereo not given)	-2	1
COc1ccc(/C=N/OC(=O)Nc2ccc(Cl)cc2)cc1	-4	i
O=C(Nc1ccc(F)cc1)c1cc2ccccc2c(=O)o1	-4	-4
CN1C(=O)C2CCC(=O)N2c2ccc(C(=O)NCc3cccc(F)c3)cc21 (stereo not given)	-4	-3
FC(F)(F)c1cccc(N2CCN(c3ncnc4c3nc3n4CCCCC3)CC2)c1	-4	-2
O=C(Nc1ccccc1F)N1CCC(n2cnc3cc(Cl)ccc3c2=O)CC1	-6	-3
Cc1cc(Cl)ccc1NC(=O)C1CCN(c2ncnc3c2nc2n3CCCCC2)CC1	-4	11
O=C(CN1C(=O)CCCc2ccccc21)NCc1ccc(F)cc1	2	0
CC(=O)Nc1ccc(N/C=C(\C#N)c2nc(-c3ccc(Cl)c(Cl)c3)cs2)cc1	-3	4
COc1ccc2nc(NC(=O)NC3CCCCC3)sc2c1	0	0
Cc1ccc(-n2c(SCc3ccccc3)nc3[nH]ncc3c2=O)cc1	-17	20
O=C1NC(=O)/C(=C\c2cc(Br)ccc2O)N1	-10	0
COc1ccc(CC(=O)N2CCc3c(nc[nH]c3=O)C2)c(Cl)c1	1	-4
C=CCc1ccccc1OC(C)/C(N)=N/O (stereo not given)	-5	i
O=C(Nc1ccc2c(c1)OCCO2)c1ccc([N+](=O)[O-])cc1	-2	-1
CC1(C)CC(O)(CNCc2ccc3c(c2)OCO3)CCO1 (stereo not given)	-2	-4
CC1Cc2cc(/C=C3/N=C(c4cccs4)OC3=O)ccc2O1 (stereo not given)	-12	30
CC(C)(C)c1ccc(C2=N/C(=C\c3ccccc3[N+](=O)[O-])C(=O)O2)cc1	-2	0
COc1ccc(N2CC(C(=O)N3CCC(c4noc(-c5ccccc5)n4)CC3)CC2=O)cc1 (stereo not given)	0	-1
CC1=CCC2CC1C(c1ccc(N(C)C)cc1)OC2(C)C (stereo not given)	-1	29
CC(C)CCNC(=O)C1(C)CCC(=O)N1Cc1cccs1 (stereo not given)	1	-8
CC1(C)C(=O)C2(CCCCC2)C(=O)OC1c1ccc([N+](=O)[O-])cc1 (stereo not given)	-1	1
CCOc1ccc(NC(=O)c2ccc(F)c(S(=O)(=O)NC3CCCC3)c2)cc1	-3	6
COc1ccc2nc(N3CCC(C(=O)NCc4cccs4)CC3)sc2c1	0	-5
CCOCCCn1c(=N)c(C(=O)NCc2cccnc2)cc2c(=O)n3ccccc3nc21	6	0
CC(=O)Nc1nnc(SCc2ccc(Br)cc2)s1	-1	1
CCCOc1ccccc1/C=C(\C#N)c1nc2ccccc2[nH]1	-3	-1
CCN(CC)C1=Nc2ccccc2Oc2ccc(NC(C)=O)cc21	-3	12
CCC(=O)N1N=C(c2cccc(NS(=O)(=O)CC)c2)CC1c1cccc([N+](=O)[O-])c1 (stereo not given)	-2	-8
Fc1ccccc1C1CC(c2ccc(Br)s2)Nc2nnnn21 (stereo not given)	-6	3
COc1ccccc1NCN1C(=O)S/C(=C\c2ccccc2)C1=O	-1	35
COc1ccc(-c2csc(/C(C#N)=C/c3ccc(F)cc3)n2)cc1	-1	-52
C=CCn1c(C(=O)NCc2ccccn2)cc2sc(C)cc21	-2	56*
O=C(NC1CCCC1)c1ccc2c(c1)N(Cc1c(F)cccc1Cl)C(=O)CS2	-44	-8

A different layout for some results above.
Values in the order: Pf apPOL inh | mHTT CaM bind
- CC1(C)CC(O)(CNCc2ccc3c(c2)OCO3)CCO1 (stereo not given)
 : -2 | -4
- COc1ccc2nc(N3CCC(C(=O)NCc4cccs4)CC3)sc2c1
 : 0 | -5
- CCN(CC)C1=Nc2ccccc2Oc2ccc(NC(C)=O)cc21
 : -3 | 12
- CCOCCCn1c(=N)c(C(=O)NCc2cccnc2)cc2c(=O)n3ccccc3nc21
 : 6 | 0
- COc1ccc(N2CC(C(=O)N3CCC(c4noc(-c5ccccc5)n4)CC3)CC2=O)cc1 (stereo not given)
 : 0 | -1

Following part
SMILES	Pf apPOL inh	mHTT CaM bind
COCCCNc1nc2c(c(=O)n(C)c(=O)n2C)n1Cc1ccccc1Cl	-2	2
COc1ccc(OC)c(C2CC(c3ccc(Br)cc3)Nc3nnnn32)c1 (stereo not given)	-7	58*
CCCCCC(=O)N1C[C@@H](O)[C@H](n2cc(COC(=O)c3ccccc3)nn2)C[C@@H]1c1ccc(OC)cc1	1	10
O=C1CSC(c2ccc(Br)cc2)N1c1ccccc1F (stereo not given)	0	7
Cc1cccc(NC(=O)CSc2nnnn2-c2ccccc2)c1C	-3	-4
CCOC(=O)C(=CNc1ccccc1N1CCOCC1)C(=O)OCC	3	·
COc1ccc(/C=c2\sc3n(c2=O)CN(c2ccc(C(C)=O)cc2)CN=3)cc1	-2	-3
CCOc1cc(Br)c(/C=C2/NC(=O)NC2=O)cc1OC	-4	-1
CSc1ccc(CNC(=O)c2c(C)noc2C)s1	-23	·
Cc1ccccc1C(=O)N1CCN(c2ccc(Cl)cc2Cl)C(=O)C1C (stereo not given)	0	-10
Cc1ccc(S(=O)(=O)NC(=O)OCC2CN(Cc3ccccc3)CCO2)cc1 (stereo not given)	25	·
O=c1oc2ccc(Br)cc2cc1-c1cn2ccccc2n1	6	4
CCn1cc(SCC(=O)Nc2ccc(F)cc2)c2ccccc21	-6	0
O=C(Nc1cccc(Cl)c1)c1cc(S(=O)(=O)N2CCc3ccccc32)ccc1F	-5	-17
COc1ccccc1-n1nc(C(=O)Nc2ccccn2)c2ccccc2c1=O	4	-2
COc1cc(O)c(CN(C)C)c2oc(-c3ccccc3)cc(=O)c12	-3	1
Cc1ccc(S(=O)(=O)c2cc3c(=O)n4ccccc4nc3n(Cc3ccco3)c2=N)cc1	2	52*
O=C(COc1ccc([N+](=O)[O-])cc1)Nc1nc2ccccc2s1	0&-6	3&-4
Cc1cccc(-c2cc(C3CCN(S(=O)(=O)c4ccccc4)CC3)[nH]n2)c1	-5	6
C=CCNC(=O)n1c(=O)oc2cc([N+](=O)[O-])ccc21	3	1
O=C1Nc2c(Cl)cc(Cl)cc2C1=O	-1	2
C=CCC1(O)CC(c2ccccc2)NC(c2ccccc2)C1CC (stereo not given)	-3	-1
CCS(=O)(=O)c1ccc(-c2nnc(NC(=O)c3ccc(Br)o3)o2)cc1	-2	-3
Cn1nc(COc2ccccc2)c2c1CCN(C(=O)c1ccccn1)C2	0	-3
Cc1cc(Cl)ccc1NC(=O)c1ccc(CN(c2ccccc2)S(C)(=O)=O)cc1	4	-5
CCN1C(=O)c2cccnc2Sc2cc(C(=O)Nc3ccccc3)ccc21	-3	15
CC(NC(=O)CCOc1ccccc1)C1COc2ccccc2O1 (stereo not given)	3	-2
O=C(c1cccc(Cl)c1)N1CCc2nc(-c3ccccc3)ncc2C1	-6	-3
O=[N+]([O-])c1cc(Cc2cc([N+](=O)[O-])cc(C(F)(F)F)c2)cc(C(F)(F)F)c1	-5	·
O=C1C2CC=CCC2C(=O)N1c1ccc(F)c([N+](=O)[O-])c1 (stereo not given)	-4	-1
C=C[C@@H]1c2cc(C)ccc2N(S(=O)(=O)c2ccc(C)cc2)[C@H](c2ccccc2)C1(C#N)C#N	-4	2
Cc1cc(=O)oc2cc(OCC3CC(c4ccccc4)=NO3)ccc12 (stereo not given)	-6	·
CN(C)c1ccc(/C=C2/N=C(c3ccccc3)OC2=O)cc1Br	1	1
O=C(NCCCn1nc(-c2ccc(F)cc2)ccc1=O)c1cccs1	-3	-7
CCn1c(=O)c2c(ncn2Cc2ccccc2C)n(-c2cccc(F)c2)c1=O	0	-3
COc1cccc(NC(=O)C2CCN(C(=O)c3ccc(F)cc3)CC2)c1	-7	-5
COc1ccc(NC(=O)C(c2cc3c(cc2[N+](=O)[O-])OCO3)N(C)C)cc1 (stereo not given)	-1	18
CC(NC(=O)C12CC3CC(CC(C3)C1)C2)C(=O)N1CCCC1 (stereo not given)	7	10
CC(=O)c1ccc(N2C(=O)c3c(C)nc4ccccc4c3C2=O)cc1	-4	-7
O=C(Nc1cc(-c2ccccn2)no1)C1CC1	-3	1
COc1ccc(S(=O)(=O)N(CC(=O)NCc2ccccn2)c2ccc(Cl)cc2)cc1	0	40
CCN(CC)S(=O)(=O)c1ccc2c(c1)C(=O)c1cc(S(=O)(=O)N(CC)CC)ccc1-2	2&2	12
CCOc1ccc(N2C(=O)NC(=O)C(=S(C)C)C2=O)cc1	0	-6
O=S(=O)(c1ccc(Cl)cc1)n1cccn1	-2	-2
C=CCSc1nc2sc(C(=O)O)c(C)c2c(=O)[nH]1	-5	-3
Cc1nn(Cc2noc(C(=O)NCC3CCCO3)n2)c(C)c1Br (stereo not given)	·	-6
S=c1[nH]nc(-c2ccc(Cl)cc2)o1	·	-2
CCN1C(=O)C(=O)c2cc(Br)ccc21	-1	11
CCN1CC=C2C(C#N)=C(N)C(C#N)(C#N)C(c3cc(Br)ccc3F)C2C1 (stereo not given)	-4	17
O=C(C1CC1)N1CCc2cc(Br)cc(S(=O)(=O)Nc3cccc(Cl)c3)c21	-6	7
COc1ccc(S(=O)(=O)n2nc(C)c(Sc3ccccc3)c2C)cc1	-3	-10
CCSc1c(C(=O)NC)ccc2c1C(=O)c1ccccc1C2=O	-5	1
COc1ccccc1C1=N/C(=C\c2ccc([N+](=O)[O-])cc2)C(=O)O1	-1	6
N[C@@H](Cc1ccccc1)[C@H](O)c1ccco1	-4	10
CCN1CCN(C(=O)Cn2ccsc2=NC(=O)c2ccccc2F)CC1	-5	2
Cc1cccc(NC(=O)Cn2cnc3c(-c4ccccc4)csc3c2=O)c1	-6	0
O=C(Nc1cccnc1)c1ccccc1F	-10	-8
C=CCNC(=O)c1cc2n(n1)CCCC2	-6	-2
O=c1oc(-c2cccs2)nc2sc3c(c12)CCCC3	·	-4
O=C(CN1CC(c2nc(C3CC3)no2)C1)Nc1ccc(OC(F)(F)F)cc1	-13	-10
Additional structures.
SMILES	Pf apPOL inh	mHTT CaM bind
Cn1cnnc1SCC(=O)Nc1ccc(Br)c2cccnc12	-6&10	9&-3
CCCNC(=O)NC1CCN(c2nc3ccccc3n(C)c2=O)CC1	2	6
N#Cc1c(NC(=O)c2cc3n(n2)C(C(F)(F)F)CC(c2ccco2)N3)sc2c1CCCCC2 (stereo not given)	25	0
O=C1c2ccc(Br)cc2C(=O)N1CN1CCOCC1	-1	1
O=C(NCc1ccc(-c2cccs2)cc1)c1cnc2ccccc2n1	-8	·
CCN(CC)CCn1c(=N)n(CC(O)COc2ccc(Cl)cc2)c2ccccc21 (stereo not given)	-66	10
